# USP1-UAF1 inh: blocks the human USP1/UAF1 deubiquitinase complex; AID 743255; recombinant USP1/UAF1, Ub-Rhodamine cleavage fluorescence; Potency, µM (highest dose often 57.1 µM), without a hit: at the top dose activity change, negative = inhibition, actives largely listed as inhibitors; hit rate 0.23% among 390,000; O94782; further: potency means the concentration at half of the fitted maximal effect; on the % scale 0 is the no-effect control and ±100 the full control effect; nearly all actives have a fitted effect of over 60% in size; inactives centre near -12
#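 Step one: compound is pinned into 1nM USP1/UAF1 in HEPES pH 7.8 buffer with TCEP. Step two: 15 min room-temperature incubation. Step three: Ub-Rho (150nM final) starts cleavage, tracked by fluorescence over six one-minute reads.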
# Vif-APOBEC3F blk: Vif-A3F binding inhibition | Potency, µM (titrated, usually from 46.1 µM), for inactives: at the top dose activity, negative = active | HeLa A3F-eYFP + Vif (tagged APOBEC3F with the HIV-1 protein that degrades it), YFP fluorescence increase | hit rate 0.2% among 390,000; further: potency means the concentration at half of the fitted maximal effect; % of control where 0% means no effect; nearly all actives have a fitted effect of over 65% in size
#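 HeLa cells stably expressing Vif plus C-terminally eYFP-tagged A3F were seeded, incubated overnight at 37 deg C, dosed with compound, incubated overnight again at 37 deg C. Yellow fluorescence (Ex 488/Em 500-530) reported blocked Vif-mediated A3F-eYFP degradation.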
# rTrxR1 inhibitor: rat TrxR1 inhibition. O89049. recombinant rTrxR1, NADPH fluorescence consumption, selenite substrate. Potency, µM (series often up to 114 µM), for the others: at the highest dose activity change, negative = inhibition, usual class: inhibitors. hit rate 1% among 390,000; further: potency means the concentration at half of the fitted maximal effect; on the % scale 0 is the no-effect control and ±100 the full control effect; nearly all actives have a fitted effect of over 65% in size
# Target sequence (O89049 whole entry, looked up): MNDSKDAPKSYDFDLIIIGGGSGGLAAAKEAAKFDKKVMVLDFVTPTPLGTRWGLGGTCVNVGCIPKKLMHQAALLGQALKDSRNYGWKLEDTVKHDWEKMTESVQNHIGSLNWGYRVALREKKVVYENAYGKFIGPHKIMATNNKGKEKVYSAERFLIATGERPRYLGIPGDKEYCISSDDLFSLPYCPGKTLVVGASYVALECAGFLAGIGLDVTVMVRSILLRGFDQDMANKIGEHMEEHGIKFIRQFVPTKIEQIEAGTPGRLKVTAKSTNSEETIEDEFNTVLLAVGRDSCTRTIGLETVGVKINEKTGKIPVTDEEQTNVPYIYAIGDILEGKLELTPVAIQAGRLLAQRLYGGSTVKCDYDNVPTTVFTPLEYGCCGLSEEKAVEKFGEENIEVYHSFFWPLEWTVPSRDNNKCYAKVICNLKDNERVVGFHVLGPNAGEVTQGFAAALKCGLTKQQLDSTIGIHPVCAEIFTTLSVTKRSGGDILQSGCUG
#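 Rat TrxR1 (90 nM in the dispensed reagent) was pre-reduced with 400 uM NADPH for 5 min at room temperature, then incubated with compound for 15 min. After 400 uM selenite was added, NADPH fluorescence (Ex 340/Em 450 nm) was followed for 8 min.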
# LDHA block: blocks human lactate dehydrogenase A; activity change, % (values are at about 110 or 230 µM); purified LDHA, NADH/diaphorase-resazurin fluorescence; hits give low values; P00338; AID 1347041; hit rate 0.15% among 480,000; in the data active means activity change below about -30%; inconclusive means mostly about -25% to -30%;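 further: plate controls were DMSO wells for no effect and wells without enzyme for full effect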
#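 Human LDH5 at 2 nM final in Tris HCl pH 7.4 with 0.06 mM NADH and 0.2 mM pyruvate, reacted 5 minutes at room temperature. Remaining NADH coupled via diaphorase/resazurin; resorufin fluorescence read at 0 and 20 minutes, normalized to enzyme-free and DMSO wells.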
# RGS4 inh: inhibitors of human regulator of G protein signaling 4. hit rate 0.039% among 390,000. Potency, µM (highest dose often 114 µM), for inactives: at the top dose activity change, negative = inhibition, most hits filed as inhibitors. Transcreener GDP fluorescence polarization, RGS4-accelerated GTP hydrolysis. AID 504845. P49798; further: potency means the concentration at half of the fitted maximal effect; on the % scale 0 is the no-effect control and ±100 the full control effect; nearly all actives have a fitted effect of over 75% in size; some results filed as inactive show a strong effect at the top dose
# Target sequence (P49798 whole entry, looked up): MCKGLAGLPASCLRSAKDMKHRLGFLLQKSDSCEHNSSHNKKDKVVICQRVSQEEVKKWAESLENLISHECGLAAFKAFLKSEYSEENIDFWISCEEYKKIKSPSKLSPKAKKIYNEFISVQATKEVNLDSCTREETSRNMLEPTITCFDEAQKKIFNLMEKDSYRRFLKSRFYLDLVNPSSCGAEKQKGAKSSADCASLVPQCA
#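 MLSMR compounds (23 nl, pin-transferred) preincubated 10 min at room temperature with a 500nM (2x) first reagent, then RGS4 at 900nM (2x) plus Transcreener GDP mix added; fluorescence polarization (620/688 nm) read before and after 90 min at 30 °C.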
# Vif-APOBEC3G blk: blocks the Vif interaction with human APOBEC3G | Q9HC16 | HeLa A3G-eYFP + Vif (tagged APOBEC3G with the HIV-1 protein that degrades it), YFP fluorescence, overnight | Potency, µM (doses to about 46.1 µM), for inactives: top-dose activity, negative = active, most hits filed as inhibitors | hit rate 0.076% among 410,000;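 further: potency means the concentration at half of the fitted maximal effect; on the % scale 0 is the no-effect control and ±100 the full control effect; nearly all actives have a fitted effect of over 60% in size; hits raise eYFP signal because A3G escapes Vif-driven loss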
#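 HeLa cells stably expressing Vif and C-terminally eYFP-tagged A3G, seeded overnight at 37 deg C, then exposed to compound by pintool overnight at 37 deg C. Rise in yellow fluorescence (Ex 488/Em 500-530, Acumen) marks blocked Vif-driven A3G degradation.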
# GRP78 ERSR act: ER stress response induction in glioma. Potency, µM, inactives show top-dose activation, usual class: activators. hit rate 0.02% among 420,000. U87-MG GRP78 promoter luciferase reporter, 16 h. AID 602332; further: potency means the concentration at half of the fitted maximal effect; series mostly up to about 76 µM; % of control where 0% means no effect; nearly all actives have a fitted effect of over 35% in size
#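 Stably transfected U87-MG glioma cells carrying a GRP78-based luciferase sensor; 16 h compound incubation. Luminescence end-point read 10 min after Bright-Glo addition at room temperature.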
# TrxR1 substrate: rat thioredoxin reductase 1 substrate activity | O89049 | purified TrxR1 substrate turnover, NADPH consumption readout | Potency, µM (top dose mostly 114 µM), for the others: at the top dose activity change, negative = substrate turnover | hit rate 0.01% among 390,000 | AID 588456; further: potency means the concentration at half of the fitted maximal effect; on the % scale 0 is the no-effect control and ±100 the full control effect; nearly all actives have a fitted effect of over 50% in size
#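 Rat TrxR1, dispensed at 90 nM, was prereduced with 400 uM NADPH (final) for 5 min at ~22 deg C, then incubated with compound 15 min before 400 uM selenite. A first-read NADPH fluorescence drop versus no-compound background flagged substrates.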
# mIDH1 inhibitor: blocks human mutant IDH1 R132H enzyme; O75874; IDH1-R132H enzyme, NADPH consumption, diaphorase/resazurin fluorescence; Potency, µM (doses to about 76.6 µM), without a hit: top-dose activity change, negative = inhibition, most hits filed as inhibitors; hit rate 0.093% among 390,000; further: potency means the concentration at half of the fitted maximal effect; on the % scale 0 is the no-effect control and ±100 the full control effect; nearly all actives have a fitted effect of over 65% in size
# Target sequence (O75874 whole entry R132H, stated change not applied): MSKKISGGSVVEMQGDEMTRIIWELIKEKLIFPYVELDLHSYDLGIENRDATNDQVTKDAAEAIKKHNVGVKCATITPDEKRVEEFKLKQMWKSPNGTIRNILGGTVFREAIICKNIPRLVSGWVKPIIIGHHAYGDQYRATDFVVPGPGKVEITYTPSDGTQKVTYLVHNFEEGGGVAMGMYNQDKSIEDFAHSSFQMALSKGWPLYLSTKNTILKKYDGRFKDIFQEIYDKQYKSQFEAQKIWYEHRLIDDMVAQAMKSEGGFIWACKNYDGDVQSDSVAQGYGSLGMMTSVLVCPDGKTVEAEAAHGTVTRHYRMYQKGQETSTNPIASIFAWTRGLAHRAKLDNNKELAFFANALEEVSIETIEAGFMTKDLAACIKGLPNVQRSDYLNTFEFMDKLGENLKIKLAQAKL
#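 IDH1-R132H (0.5 ug/mL) preincubated 30 min with compound, then NADPH (0.016 mM) and alpha-KG (2 mM) added; 80 min at RT, pH 7.5. Remaining NADPH coupled via diaphorase/resazurin to fluorescence (540/590 nm); concentration-response curves normalized to no-enzyme control.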
# Active calls of the source: *; ? = inconclusive; nt = not tested or not shown; [ ] = dose if it differs, or a comment. Unless noted, the call rests on the fitted dose curve; in most records, active means well fitted curve in the direction sought with a large enough effect; inconclusive means small, poorly fitted or top-dose-only effect, or another doubt; inactive means no such curve, though single readings can be large; an effect the other way counts as inactive or inconclusive.
SMILES,USP1-UAF1 inh,Vif-APOBEC3F blk,rTrxR1 inhibitor,LDHA block,RGS4 inh,Vif-APOBEC3G blk,GRP78 ERSR act,TrxR1 substrate,mIDH1 inhibitor
C=CCOC(=O)C1=C[C@H](c2ccc3c(c2)OCO3)C[C@H](OCCCCO)O1,-30%,2%,7%[57.1 µM],4,-18%,1%,1%,4%,7%
O=C(NCc1ccc(Cl)cc1)c1ccc(S(=O)(=O)N2CCCCC2)cc1,-14%,-14%,5%,-12,26%,-3%,-5%,-9%,-1%
Cc1ccc(OCC(=O)NCc2ccccn2)c(Br)c1,-20%,-3%,11%,-1,2%,0%,0%,-1%,6%
CCC1=C2CC[C@H]3C(=O)N(c4ccccc4)C(=O)[C@H]3[C@H]2[C@@]2(C)C(=NCC(=O)OC)OC(=O)N2C1=O,?,0%,4%,-15,-17%,0%,-1%,0%,-2%
c1ccc(-c2ccc(OCCCn3cncn3)cc2)cc1,0%,-4%,0%,-10,3%[11.4 µM],6%,11%,8%[57.1 µM],1%
COc1ccccc1OCC(=O)NCc1cccs1,1%,-6%,11%[57.1 µM],-4,16%,1%,-2%,4%[57.1 µM],-6%
Cc1ccc(C(=O)OCC(=O)N2CCCCCC2)c(O)c1,-6%,-8%,31%,-4,15%,1%,-2%,-1%,0%
O=C(N/N=C/c1cc([N+](=O)[O-])ccc1O)c1ccc2c(c1)OCCO2,-17%,4%,14%,6,-19%,1%,5%,0%,7%
COc1ccccc1NC(=S)N(c1ccccc1)C(C)C,-17%,-5%,5%,0,-6%,9%,-3%,1%,4%
O=C(Nc1ccccc1-c1nc2ccccc2[nH]1)c1ccc(S(=O)(=O)N2CCCCC2)cc1,-8%,-3%,-3%,-6,18%,2%,-2%,12%,-1%
COc1cc(NS(=O)(=O)c2ccc(NC(=O)c3ccc(F)cc3)cc2)ncn1,-16%,5%,6%,-6,-46%,-3%,-3%,-4%,7%
CSc1cccc(NC(=O)CCCOc2ccc(Cl)cc2C)c1,-9%,0%,-12%,3,-12%,-6%,-4%,-7%,10%
CCOC(=O)c1csc(NC(=O)c2cc3ccccc3o2)n1,-22%,-7%,4%,-4,-21%,-8%,-9%,11%,6%
COc1cc(/C=N/NC(=O)c2ccncc2)ccc1OC(=O)c1cc(OC)c(OC)c(OC)c1,-13%,-14%,9%,-2,?,2%,-2%,5%,2%
CCCc1nc2sc3ccccc3c(=O)c2c(=O)n1Cc1ccc(OC)cc1,-6%,-1%,11%[57.1 µM],0,-18%,-6%,-2%,-1%,4%
O=C(NCC(c1cccnc1)N1CCN(c2ccc(F)cc2)CC1)c1ccccc1 (stereo unspecified),-7%,-1%,-1%,-1,7%,2%,1%,3%,1%
O=C(Nc1ccc2ccccc2c1)c1cccc([N+](=O)[O-])c1,-6%,4%,17%[57.1 µM],-1,-20%,-4%,-5%,-7%,9%
CCOc1ccccc1OCCOCCN1CCN(Cc2ccccc2)CC1,0%,6%,14%[57.1 µM],-31*,-18%,1%,-2%,-23%[57.1 µM],18%
CCOc1cc(C(=O)Nc2c(NC)c3ccccc3oc2=O)cc(OCC)c1OCC,-14%,-2%,-4%,1,-8%,1%,-2%,-8%,2%
Cc1ccc(NC(=O)CSc2nnc3[nH]c(=O)cc(-c4ccccc4)n23)cc1Cl,-15%,0%,3%[57.1 µM],-4,-1%,-8%,-2%,-1%[57.1 µM],-13%
CCOc1ccc(CCNC(=O)COC(=O)Cc2ccc(OC)c(OC)c2)cc1OCC,-8%,5%,10%,-2,-1%,2%,-2%,3%,-7%
COc1cc2c(cc1OC)C(c1cccs1)N(C(=O)C(C)C)CC2 (stereo unspecified),-14%,-1%,-15%,0,4%,-18%,-2%,-12%,4%
CCCC1=NN2C(=N)/C(=C\c3ccc(SCc4ccco4)o3)C(=O)N=C2S1,-18%,-14%,?,1,?,-1%,-3%,-19%,1%
COc1ccc(CNC(=O)c2nc(SC(C)C)ncc2Cl)cc1,-10%,0%,5%,1,-16%,5%,6%,1%,-14%
O=C(O)CSc1nc2ccccc2nc1Cc1ccccc1F,-11%,-2%,-17%,-7,-26%,1%,7%,-10%,-3%
CC1CC(C)CN(C(=O)COC(=O)c2cc3ccccc3cc2O)C1 (stereo unspecified),-10%,nt,-11%,2,-18%,-2%,-3%,-12%,4%
CC(=O)Nc1ccc(NC(=O)CN2C(=O)CC(c3ccco3)Sc3ccccc32)cc1 (stereo unspecified),-26%,9%,-9%,-2,-12%,-2%,-1%,-8%,-1%
Cn1nc(N)nc1N1CCN(c2ccc(F)cc2)CC1,-11%,4%,4%[57.1 µM],-3,-9%,-4%,-3%,5%[57.1 µM],5%
COc1cc(C=Cc2nnc3c4ccccc4cnn23)cc(OC)c1OC,-3%,-2%,nt,-11,nt,0%,-2%,nt,1%
Cc1cc(N/N=C/c2ccc(O)cc2)nc(NS(=O)(=O)c2ccccc2)n1,-4%,7%,-13%,-1,-7%,1%,-11%,-7%,2%
Cc1c(CCO)c(=O)n(-c2ccccc2)n1S(=O)(=O)c1ccc([N+](=O)[O-])cc1,-5%,11%,7%[57.1 µM],-3,?,1%,2%,7%[57.1 µM],14%
COc1cccc(/C=N/NC(=O)CCCC(=O)NC2CCCCC2)c1,-10%,4%,5%[57.1 µM],-10,14%,2%,-4%,8%[57.1 µM],18%
O=C(Nc1ccccc1)c1cnc2n(c1=O)CCS2,-5%,5%,-30%,-5,-13%,-5%,6%,-23%,-4%
FC(F)(F)c1cnc(COc2ccc(Cl)cc2Cl)c(Cl)c1,-7%,-27%,6%[57.1 µM],3,-5%,-1%,-3%,-3%[57.1 µM],5%
CCC(C)[C@H](NC(=O)c1cc2cc(Cl)ccc2n1C)C(=O)N1CCC(C(=O)O)CC1 (stereo partly specified),-5%,12%,9%,-9,-28%,0%,-4%,9%,-9%
COc1ccc(N(CC(=O)NC2CCCCCCC2)S(=O)(=O)c2c(C)nn(C)c2C)cc1,-20%,4%,12%[57.1 µM],0,0%,0%,-3%,11%[57.1 µM],10%
COc1cc(C2NC(=O)C(C#N)=C(Nc3cccc(C)c3)S2)ccc1O (stereo unspecified),-1%,-17%,-7%,3,-4%,3%,4%,-9%,-7%
Fc1ccc(NC(=S)Nc2ccc(F)c(Cl)c2)cc1Cl,-22%,-3%,?,-3,-33%,2%,2%,6%[57.1 µM],6%
C=C1C(=O)O[C@@]23[C@H]1CC[C@@H](C)[C@@H]2CC[C@@]1(C)O[C@@H]31,-23%,-4%,-11%,8,-13%,-8%,-5%,4%,17%
Cc1cc(C(=O)OCC(=O)N2CC(=O)Nc3ccccc32)c(C)n1-c1ccccc1,-8%,-5%,-10%,-4,33%,0%,0%,-13%,3%
CCCOC(=O)c1ccc(Oc2c(-c3ccc(OC)cc3O)n[nH]c2C)cc1,-3%,-19%,15%,-3,14%,-13%,-19%,-1%,-6%
COc1ccc(NC(=S)NNC(=O)CNc2ccc(Cl)cc2)cc1,-18%,0%,5%,0,-21%[11.4 µM],8%,0%,1%,3%
CC(=O)Nc1ccc2sc(C)nc2c1,-12%,12%,9%,-6,11%,0%,-2%,-3%,-4%
CCO[C@H]1OC(C(=O)NC2CC2)=C[C@@H](c2ccccc2)[C@@H]1CCCO,-8%,3%,13%,-4,5%,-23%,-2%,-3%,-1%[38.3 µM]
Cc1ccc(NC(=O)C2COc3ccccc3O2)cc1C (stereo unspecified),-17%,-3%,10%[57.1 µM],-8,-20%,-5%,3%,-12%,4%
O=C(CSc1nc2c([nH]c3ccccc32)c(=O)n1-c1ccc(Cl)cc1)NCc1ccccc1,-30%,-5%,19%[57.1 µM],1,12%,-2%,-2%,1%[57.1 µM],8%
CN(C)c1ccc(C2CCc3ccccc3N2C(=O)c2ccccc2)cc1 (stereo unspecified),nt,nt,10%[0.0914 µM],7,nt,2%,-2%,6%,nt
COc1ccccc1N=Nc1c(C)noc1C,-13%,6%,-5%[57.1 µM],-8,-11%,-6%,0%,-3%[57.1 µM],5%
CCN(CC(=O)NCc1ccco1)S(=O)(=O)c1ccc(F)cc1,17%,-16%,12%,-8,13%,-4%,-2%,-1%,3%
CCC1CCCCN1CCCNC(=O)c1ccc2c(c1)N(Cc1ccccc1)C(=O)c1ccccc1S2(=O)=O (stereo unspecified),-21%,nt,20%,-11,-9%,nt,nt,5%,nt

# Next part
SMILES,USP1-UAF1 inh,Vif-APOBEC3F blk,rTrxR1 inhibitor,LDHA block,RGS4 inh,Vif-APOBEC3G blk,GRP78 ERSR act,TrxR1 substrate,mIDH1 inhibitor
Cn1ncc2c(Nc3ccc(O)cc3)nc(Cl)nc21,-3%,-1%,8%,-6,-15%,-3%,0%,2%,9%
Fc1ccc(CSc2nnc(-c3cccs3)o2)cc1,-14%,0%,20%,-2,-29%,2%,4%,11%,10%
CCc1ccc(-n2c(C)cc(/C=N/NC(=O)c3ccncc3)c2C)cc1,-20%,2%,-9%,1,-15%,1%,-4%,1%,-11%
Cc1ccc(Cl)cc1N1CCN(C2CCCCC2NS(=O)(=O)c2ccccc2)CC1 (stereo unspecified),-22%,-6%,32%,-1,11%,-1%,-6%,1%,-8%

# Screens: PubChem, National Center for Advancing Translational Sciences (NCATS)

# Only part of the results is shown; the hit share may differ from the screen's.
